Rab9 prom act = activates the Rab9 promoter. Huh7 Rab9 promoter-luciferase reporter, luminescence, 24 h. Potency, µM (titrated, usually from 9.22 µM), for the others: at the highest dose activation, negative = inhibition, usual class: activators. hit rate 2.8% among 320,000. AID 485297; note: potency is the fitted concentration of half-maximal effect; % of control where 0% means no effect; nearly all actives have a fitted effect of over 60% in size
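Using Huh7 cells stably transfected with Rab9 promoter–luciferase, compounds were incubated 24 h at 37 °C, 5% CO2; luciferase luminescence was read 10 min after reagent addition.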
NPC1 promoter act = NPC1 promoter activation; Huh7 NPC1 promoter luciferase reporter, 24 h; Potency, µM (doses to about 9.22 µM), for inactives: top-dose activation, usual class: activators; hit rate 2.4% among 320,000;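 note: potency is the fitted concentration of half-maximal effect; % of control where 0% means no effect; nearly all actives have a fitted effect of over 60% in size; reporter is driven by a mutant NPC1 promoter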
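Huh7 cells stably carrying NPC1 promoter–luciferase, plated in Opti-MEM with 10% FBS for 2 h, were exposed to compound in DMSO for 24 h at 37 °C; luciferase reagent was added for 10 min and luminescence read.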
RORg inh = blocks mouse ROR gamma transcriptional activity. Drosophila S2 Gal4-RORgamma UAS-luciferase reporter, 20 h. hit rate 5.4% among 310,000. P51450. AID 2551. Potency, µM (top dose mostly 53.6 µM), for inactives: top-dose activity change, negative = inhibition, hits mostly inhibitors; note: potency is the fitted concentration of half-maximal effect; % is set by controls: 0 for no effect and ±100 for the full control effect; nearly all actives have a fitted effect of over 60% in size
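Read-out: Photinus luciferase luminescence; inhibitors lower reporter signal. Insect Schneider cells with Gal4-ROR gamma fusion under metallothionein promoter, UAS reporter; 700 uM final copper sulfate induction, 20 hr, ambient temperature.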
Tb PFK inh = blocks T. brucei phosphofructokinase | T. brucei PFK, ADP-Glo luminescence | Potency, µM (titrated, usually from 57.5 µM), for the others: at the top dose activity, negative = inhibition, hits mostly inhibitors | hit rate 0.17% among 330,000;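 note: potency is the fitted concentration of half-maximal effect; 0% = uninhibited 1x PFK enzyme wells and -100% = no-enzyme wells; nearly all actives have a fitted effect of over 60% in size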
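Compounds were pin-transferred as a titration series up to 57 uM into substrate buffer (0.5 mM F6P, 0.1 mM ATP, pH 8.0), then 1.25 nM PFK was added and reactions ran 45 min before ADP-Glo detection.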
Giardia kill = kills Giardia lamblia; Giardia lamblia trophozoite viability; activity change, % at 7.66 µM, hits read low; hit rate 0.15% among 340,000; in the data active = activity change below about -80%; inconclusive = between about -30% and that limit;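 note: parasites exposed to compound for two days anaerobically before the ATP read; % is set by controls: 0 for no effect and ±100 for the full control effect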
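Compounds were tested on trophozoites seeded at 100 cells/well and held 48 hrs at 37 deg C anaerobically. An ATP-based luminescent kit measured the remaining live cells.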
uPA surface inh = blocks generation of uPA at the cell surface. cell surface uPA generation assay, qHTS. Potency, µM (doses to about 38.3 µM), without a hit: at the top dose activity change, negative = inhibition, hits mostly inhibitors. hit rate 0.31% among 330,000; active = well fitted inhibition curve with a large enough effect; inconclusive = small, poorly fitted or top-dose-only effect; inactive = no such curve, though single readings can be large or run the other way; tested in mouse RAW 264.7 cells; note: potency is the fitted concentration of half-maximal effect; % is set by controls: 0 for no effect and ±100 for the full control effect; nearly all actives have a fitted effect of over 55% in size
FBPA coupling cs = counter-screen for Giardia aldolase inhibitors: coupling enzyme system. coupling enzyme system counterscreen, AmpLite Red fluorescence. activity change, negative = inhibition, % at 58.2 µM, hits read low. hit rate 0.67% among 290,000; in the data active = activity change below about -30%; note: % is set by controls: 0 for no effect and ±100 for the full control effect
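Coupling enzymes only (glyceraldehyde-3-phosphate) + compound, at 57.5 uM final, 10 min RT; add substrate/coupling/AmpLite Red mix, 20 min RT; fluorescence ex 525/em 598 nm. Actives flag coupling-system interference.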
KCNH2 3.1 inh = KCNH2 3.1 (human) potassium channel inhibition. U2OS KCNH2 3.1, thallium flux FluxOr; hits give low values. activity change, % (tested at about 1.8 µM). hit rate 0.95% among 340,000. AID 720553;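 active = maximum activity change below -70%; inconclusive = maximum activity change from -70% to -50%; inactive = maximum activity change above -50%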;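 note: thallium influx rate constant from kinetic fluorescence after stimulation buffer; % is set by controls: 0 for no effect and ±100 for the full control effect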
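Channel expression came from 3.1 mutant virus (1.77 x 10^8 /mL) applied to suspended U2OS cells for 4 h. Flux was tracked with FluxOr dye plus Red40 quencher, and kinetic rate constants normalized to controls.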
ELG1 genotoxic = induces genotoxicity in HEK293T cells with luciferase-tagged ELG1; hit rate 1.3% among 330,000; HEK293T ELG1-luciferase reporter, luminescence, 16 h; AID 504466; Potency, µM (series often up to 46 µM), inactives show top-dose activity change, positive = activation, usual class: activators; note: potency is the fitted concentration of half-maximal effect; % of control where 0% means no effect; nearly all actives have a fitted effect of over 60% in size
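HEK293T cells expressing luciferase-tagged ELG1 were exposed to compound or DMSO vehicle for 16 hr at 37 °C and 5% CO2. Luciferase activity was then measured with ONE-Glo after 30 min at room temperature.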
VP16 counter = inhibits Gal4-VP16 luciferase reporter, ROR gamma counter-screen; Drosophila S2 Gal4-VP16 UAS-luciferase, luminescence, 20 h; hit rate 3.5% among 310,000; Potency, µM (top dose mostly 53.6 µM), inactives show at the highest dose activity, negative = inhibition, hits mostly inhibitors; AID 2546;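 note: Gal4-VP16 expression switched on by copper sulfate through the metallothionein promoter; potency is the fitted concentration of half-maximal effect; % is set by controls: 0 for no effect and ±100 for the full control effect; nearly all actives have a fitted effect of over 50% in size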
FLuc counter = inhibits or activates purified firefly luciferase, miR-21 counter-screen; purified FLuc, Km substrates, luminescence inhibition; P08659; hit rate 6.9% among 360,000; Potency, µM (series often up to 57.5 µM), without a hit: top-dose activity change, negative = inhibition, most hits filed as inhibitors;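 note: potency is the fitted concentration of half-maximal effect; plate controls were vehicle for no effect and reference inhibitor for full effect; nearly all actives have a fitted effect of over 55% in size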
Target sequence (P08659 whole entry, looked up): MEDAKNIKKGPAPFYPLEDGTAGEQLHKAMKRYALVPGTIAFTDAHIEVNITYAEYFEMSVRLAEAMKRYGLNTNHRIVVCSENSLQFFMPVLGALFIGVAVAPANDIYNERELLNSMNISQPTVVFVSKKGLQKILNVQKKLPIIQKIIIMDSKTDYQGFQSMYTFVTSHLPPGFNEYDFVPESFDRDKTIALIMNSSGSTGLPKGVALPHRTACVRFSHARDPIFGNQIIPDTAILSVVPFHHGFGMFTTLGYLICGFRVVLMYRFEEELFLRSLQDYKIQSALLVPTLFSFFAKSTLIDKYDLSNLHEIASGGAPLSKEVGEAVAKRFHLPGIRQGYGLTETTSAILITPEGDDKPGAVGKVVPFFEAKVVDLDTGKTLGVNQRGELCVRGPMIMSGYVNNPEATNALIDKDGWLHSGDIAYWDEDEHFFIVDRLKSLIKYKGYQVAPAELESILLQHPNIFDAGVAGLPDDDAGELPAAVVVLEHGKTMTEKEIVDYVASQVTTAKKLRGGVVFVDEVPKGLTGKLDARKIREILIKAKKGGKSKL
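Biochemical qHTS of compounds, final roughly 60 µM downward over six points, against 10 nM purified firefly luciferase using Km concentrations of substrates (10 uM D-luciferin, 10 uM ATP) in Tris acetate pH 7.5 buffer; luminescence output.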
Starred values were filed as active, the others as inactive; u = inconclusive; x = no result given; & = joins results of further samples; [ ] = dose if it differs, or a comment. Unless noted, calls come from the whole dose curve; as a rule, active = well fitted curve in the direction sought with a large enough effect; inconclusive = small, poorly fitted or top-dose-only effect, or another doubt; inactive = no such curve, though single readings can be large; an effect the other way counts as inactive or inconclusive.

SMILES	Rab9 prom act	NPC1 promoter act	RORg inh	Tb PFK inh	Giardia kill	uPA surface inh	FBPA coupling cs	KCNH2 3.1 inh	ELG1 genotoxic	VP16 counter	FLuc counter
N#Cc1ccc(OC(=O)Cc2ccsc2)cc1	5%	0%	-18%	-9%	-14	2%	x	11	-12%	-12%	-5%
CCOCCN1CCN(c2c3c(nc4cc(-c5ccc(F)cc5)nn24)CCC3)CC1	-9%	-1%	-10%	1%	28	12%	2	-17	5%	-5%	u
Brc1ccc(C2Nc3cccc4cccc(c34)N2)o1	13%	12%	3%	-1%	-18	13%	-26	-14	-1%	2%	u
Brc1c(CSc2nnc(-c3ccco3)o2)nc2ccccn12	11%	10%	-5%	-3%	17	-7%	-6	11	u	4%	u
COc1ccc(C(=O)Nc2nnc(S(=O)(=O)N3CCCCCC3)s2)cc1OC	-8%	0%	4%	-1%	-1	14%	4	3	4%	0%	u
COc1ccc(NC(=O)CN2C(=O)COc3ccc(S(=O)(=O)N4CCOCC4)cc32)cc1Cl	-4%	-1%	36%	0%	-6	0%	1	-18	0%[9.26 µM]	-5%	-13%&-10%
Nc1nnn(CC(=O)N/N=C/c2ccc(O)cc2)n1	-2%	-1%	0%	-3%	-13	0%	1	-7	2%	1%	-2%
COc1cc(C2C(C(C)=O)=C(O)C(=O)N2CCc2ccc(OC)c(OC)c2)ccc1O (stereo unspecified)	5%	-6%	-12%	u	-13	0%	3	9	2%	0%	1%
O=C(Nc1nn[nH]n1)c1cccc(Oc2ccccc2)c1	-7%	1%	38%	0%	6	-4%	9	-3	-1%	3%	-1%
COC(=O)NCC1(C)CC(NC(=O)OC)CC(C)(C)C1 (stereo unspecified)	-6%	3%	-2%	-12%	4	2%	1	-4	-6%	2%	-1%
Cc1ccc(O)c(C2=NCCNC(C(F)(F)F)=C2)c1	-7%	-2%	2%	-5%	4	-2%	5	1	-3%	-1%	5%
O=C(Nc1ccccc1F)N1CCc2ccccc2C1	2.8µM*	1.3µM*	-22%	5%	-10	-12%	-1	-2	18µM*	11%	15µM*
COc1ccc(C)cc1NC(=O)c1ccc2c(SCC(=O)O)c3c(nc2c1)CCCC3	-3%	-7%	14%	u	-2	2%	5	21	3%	8%	1%&-18%
CCn1c(COc2cccc(OC)c2)nnc1SCC(=O)Nc1cc(OC)ccc1OC	0%	-3%	31%	2%	-7	5%	0	3	-10%	-4%	0%
CC1Cc2ccccc2N1C(=O)CSc1nnc(-c2ccc(S(=O)(=O)N3CCCC3)cc2)n1C (stereo unspecified)	-5%	-2%	22%	0%	1	-5%	-1	-2	-4%	u	1%
C/C(=N\Nc1nc2ccccc2[nH]1)c1ccccn1	29%	u	2.5µM*	5%	x	x	-8	x	2.5µM*	-70%	0.85µM*
CCCCOc1ccc(/C=N/NC(=O)C2CCCNC2=O)cc1 (stereo unspecified)	-1%	2%	-1%	-4%	16	0%	6	-20	2%	9%	u
COc1ccc2cc(CCNC(=O)c3cccs3)c(=O)[nH]c2c1	2µM*	2.8µM*	12%	-7%	2	13%	0	0	u	-3%	11µM*
S=C(NCCc1ccc(Cl)cc1)NC1CCCC1	26%	19%	2µM*	1%	3	1%	1	-3	-1%	6.3µM*	u
CC(C)n1c(=S)[nH]c2cc(C(F)(F)F)ccc21	-1%	-2%	0.89µM*	-2%	8	1%	2	-2	4%	10µM*	7%
CC(C)[C@H](N[C@@H](C)c1ccccc1)c1c(O)ccc2ccccc12	2%	-3%	40%	-1%	1	7%	0	-7	-1%	-12%	-1%
COc1ccc(Cc2nnc(Cl)c3ccccc23)cc1OC	5%	-6%	28%	7%	-1	14%	1	-15	14%	-3%	5%
CC1CCCCC12NC(=O)N(CC(=O)N1CCN(C(=O)c3ccco3)CC1)C2=O (stereo unspecified)	-4%	-4%	x	-11%	-10	8%	x	13	3%	x	-1%
COc1ccccc1NC(=O)COC(=O)CC(C)(C)CC1=NS(=O)(=O)c2ccccc2N1	-9%	1%	14%	2%	4	-4%	x	-16	-12%	2%	0%&-11%
O=C(C1CC12CCCC2)N1CCC(CO)(Cc2ccccc2Cl)CC1 (stereo unspecified)	-8%	-3%	16%	1%	-1	3%	2	6	-6%	0%	0%
O=C(c1cccs1)N1N=C(c2ccc(O)cc2)CC1c1ccccc1 (stereo unspecified)	-1%	-5%	3%	2%	11	-2%	0	-26	8%	1%	-1%
COc1cccc(N2CCN(S(=O)(=O)c3ccc4ccccc4c3)CC2)c1	-1%	-1%	x	9%	-9	12%	x	-4	0%	x	0%
CCOC(=O)C1CCN(C(=O)c2ccc(NS(=O)(=O)c3ccc(F)cc3C)cc2)CC1	-2%	-2%	38%	0%	9	-8%	4	-12	-9%	4%	3%
CC(=O)Nc1ccc(NC(=O)Nc2cc(C)cc(C)c2)cc1	3%	13%	-11%	-2%	16	2%	2	8	4%	-8%	-11%
O=C(CSc1nnc(Cn2c(=O)sc3ccccc32)n1-c1ccccc1)Nc1nccs1	-2%	1%	9%	4%	-12	5%	0	2	-2%	0%	-1%
CC(C)Nc1nnc(SCC(=O)Nc2ccc(F)cc2)s1	-5%	-2%	1%	0%	4	0%	4	1	2%	7%	6%
CCSc1nc2ccccc2c(=O)n1-c1c(C)n(C)n(-c2ccccc2)c1=O	-4%	-5%	5%	1%	-1	-7%	0	-2	5%	-2%	-4%
Cc1ccn2c(C(=O)N/N=C\c3ccc4c(c3)OCO4)c(C)nc2c1	0%	0%	-7%	1%	-21	-3%	0	13	0%	u	-14%
COc1ccc(NC(=O)C(C)N(c2ccc(C)cc2)S(C)(=O)=O)c(OC)c1 (stereo unspecified)	-3%	-1%	4%	-6%	0	3%	0	-3	-1%	-2%	-1%
CCOc1ccccc1NC(=O)Cn1nnc(-c2ccc(OCC)c(OCC)c2)n1	6%	-5%	-7%	3%	-4	-10%	-1	-12	u	u	1%
Cc1ccc(OC(=O)NC2CCS(=O)(=O)C2)cc1C (stereo unspecified)	0%	-2%	-5%	0%	-2	x	1	8	0%	1%	-2%

In the list so far, these contain an aryl thioether with sulfur outside any ring.
SMILES	Rab9 prom act	NPC1 promoter act	RORg inh	Tb PFK inh	Giardia kill	uPA surface inh	FBPA coupling cs	KCNH2 3.1 inh	ELG1 genotoxic	VP16 counter	FLuc counter
Brc1c(CSc2nnc(-c3ccco3)o2)nc2ccccn12	11%	10%	-5%	-3%	17	-7%	-6	11	u	4%	u
COc1ccc(C)cc1NC(=O)c1ccc2c(SCC(=O)O)c3c(nc2c1)CCCC3	-3%	-7%	14%	u	-2	2%	5	21	3%	8%	1%&-18%
CCn1c(COc2cccc(OC)c2)nnc1SCC(=O)Nc1cc(OC)ccc1OC	0%	-3%	31%	2%	-7	5%	0	3	-10%	-4%	0%
CC1Cc2ccccc2N1C(=O)CSc1nnc(-c2ccc(S(=O)(=O)N3CCCC3)cc2)n1C (stereo unspecified)	-5%	-2%	22%	0%	1	-5%	-1	-2	-4%	u	1%
O=C(CSc1nnc(Cn2c(=O)sc3ccccc32)n1-c1ccccc1)Nc1nccs1	-2%	1%	9%	4%	-12	5%	0	2	-2%	0%	-1%
CC(C)Nc1nnc(SCC(=O)Nc2ccc(F)cc2)s1	-5%	-2%	1%	0%	4	0%	4	1	2%	7%	6%
CCSc1nc2ccccc2c(=O)n1-c1c(C)n(C)n(-c2ccccc2)c1=O	-4%	-5%	5%	1%	-1	-7%	0	-2	5%	-2%	-4%
